Bioassay records (PubChem BioAssay)
USP10 block = inhibitors of human USP10 deubiquitinase; Ubiquitin carboxyl-terminal hydrolase 10 (Homo sapiens), Q14694; purified USP10, Ub-rhodamine fluorescence, 60 min; inhibition, % at 20 µM; hit rate 1.1% among 47,000
UCHL1 inh = inhibitors of human UCHL1 deubiquitinase. AID 1645859, 2021. hit rate 0.2% among 47,000. inhibition, % at 20 µM. purified UCHL1, Ub-rhodamine cleavage fluorescence. Ubiquitin carboxyl-terminal hydrolase isozyme L1 (Homo sapiens), P09936
OTUD3 block = inhibitors of human OTUD3 deubiquitinase; purified OTUD3, Ub-rhodamine fluorescence, 2 h; inhibition, % at 25 µM; hit rate 0.7% among 47,000
USP8 inh = inhibitors of human USP8 deubiquitinase; Ubiquitin carboxyl-terminal hydrolase 8 (Homo sapiens), P40818; purified USP8, Ub-rhodamine cleavage fluorescence, 30 min; inhibition, % at 20 µM; hit rate 4.2% among 47,000; AID 1645853, 2021
USP7 inh = inhibitors of human USP7 deubiquitinase. Ubiquitin carboxyl-terminal hydrolase 7 (Homo sapiens), Q93009. purified USP7, Ub-rhodamine cleavage fluorescence. inhibition, % at 20 µM. hit rate 0.3% among 47,000
USP17 block = inhibitors of human USP17 deubiquitinase; purified USP17, Ub-rhodamine cleavage fluorescence, 3 h; Ubiquitin carboxyl-terminal hydrolase 17-like protein 5 (Homo sapiens), A8MUK1; hit rate 6.5% among 47,000; inhibition, % at 50 µM; AID 1645855, 2021
USP30 inh = inhibitors of human USP30 deubiquitinase; Ubiquitin carboxyl-terminal hydrolase 30 (Homo sapiens), Q70CQ3; purified USP30, Ub-rhodamine cleavage fluorescence; inhibition, % at 25 µM; hit rate 5.3% among 47,000; AID 1645860, 2021
USP28 block = inhibitors of human USP28 deubiquitinase. AID 1645857, 2021. Ubiquitin carboxyl-terminal hydrolase 28 (Homo sapiens), Q96RU2. inhibition, % at 25 µM. purified USP28, Ub-rhodamine cleavage fluorescence, 30 min. hit rate 3% among 47,000
Target sequence (Q96RU2 whole entry, looked up): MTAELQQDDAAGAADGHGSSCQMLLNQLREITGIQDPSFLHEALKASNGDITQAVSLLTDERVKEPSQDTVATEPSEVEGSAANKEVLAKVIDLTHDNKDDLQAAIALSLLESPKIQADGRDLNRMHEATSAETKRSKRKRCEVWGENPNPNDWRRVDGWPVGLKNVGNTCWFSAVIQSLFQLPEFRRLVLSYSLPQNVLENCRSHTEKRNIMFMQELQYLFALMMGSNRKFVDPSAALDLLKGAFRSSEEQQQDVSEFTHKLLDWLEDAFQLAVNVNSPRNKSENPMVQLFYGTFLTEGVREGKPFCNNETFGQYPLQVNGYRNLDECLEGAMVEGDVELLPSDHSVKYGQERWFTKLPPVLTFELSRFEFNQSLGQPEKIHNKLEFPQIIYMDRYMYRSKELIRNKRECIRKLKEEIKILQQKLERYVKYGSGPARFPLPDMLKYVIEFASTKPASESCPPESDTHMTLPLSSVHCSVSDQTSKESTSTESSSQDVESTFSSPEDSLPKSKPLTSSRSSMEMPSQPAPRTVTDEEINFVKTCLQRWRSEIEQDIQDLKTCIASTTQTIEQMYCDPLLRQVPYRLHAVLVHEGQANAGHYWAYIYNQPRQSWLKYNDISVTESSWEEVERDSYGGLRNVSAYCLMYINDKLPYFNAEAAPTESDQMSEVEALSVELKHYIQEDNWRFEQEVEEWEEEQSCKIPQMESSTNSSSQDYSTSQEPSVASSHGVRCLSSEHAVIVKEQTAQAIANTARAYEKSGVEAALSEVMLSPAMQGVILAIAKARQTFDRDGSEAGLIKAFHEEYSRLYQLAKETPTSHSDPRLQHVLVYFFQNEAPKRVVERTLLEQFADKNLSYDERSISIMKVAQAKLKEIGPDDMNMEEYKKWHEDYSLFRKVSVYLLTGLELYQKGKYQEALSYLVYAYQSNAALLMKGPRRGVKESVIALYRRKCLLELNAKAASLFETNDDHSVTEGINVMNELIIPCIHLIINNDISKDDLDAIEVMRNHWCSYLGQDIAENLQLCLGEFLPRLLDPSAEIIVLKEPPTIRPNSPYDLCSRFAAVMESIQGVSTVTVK
* marks the source's active call; other numbers are inactive results; . = not tested or not shown. Rule as the data show it: active = inhibition above about 30%; inactive = the rest.

cpd	USP10 block	USP30 inh	USP8 inh	USP17 block	USP7 inh	UCHL1 inh	OTUD3 block	USP28 block	mol
1	0.6	1.1	16.8	5.4	1.0	-3.9	0.1	-6.6	O=C(Cn1cnc(S(=O)(=O)N2CCOCC2)c1)Nc1ccc2c(c1)OCO2
2	-0.9	14.3	-2.9	-4.9	-13.2	2.3	0.1	4.4	O=C(c1ccc(F)cc1)N1CCCN(c2nc(-c3ccccc3)ns2)CC1
3	3.6	28.3	14.9	15.1	0.1	0.9	11.2	16.5	O=C1NC(=O)N2Cc3ccccc3CN(C(=O)c3ccc(Cl)cc3)CC12 (stereo not drawn)
4	6.0	47.5*	3.3	7.3	10.7	5.9	18.1	11.0	C=C1CCC[C@]2(C)C[C@H]3OC(=O)[C@H](CNCCc4ccccc4OC)C3CC12 (stereo partly drawn)
5	1.6	6.2	-3.3	-1.5	3.7	2.3	-6.8	3.0	O=C(Nc1ccc2c(c1)oc1ccccc12)c1ccc(S(=O)(=O)N2CCOCC2)cc1
6	-4.0	-47.7	-20.9	-1.2	-5.0	-0.4	-14.5	19.0	CN(C)CCNC(=O)c1ccc(N2CCc3ccccc32)s1
7	1.7	8.6	6.2	5.3	-2.3	5.0	6.3	2.2	c1ccc(-c2csc3nc(CN4CCCCC4)nc(-n4nnc5ccccc54)c23)cc1
8	-1.0	24.3	-8.4	13.1	-3.6	1.4	7.2	8.0	Cc1ccccc1NC1SC(=O)N(Cc2ccc(C(=O)O)cc2)C1=O (stereo not drawn)
9	0.7	-5.4	-4.5	-4.8	-5.4	-1.8	-1.2	-4.6	Cc1ccc(CC(=O)N2CCC3(CC2)NC(=O)c2ccccc2N3C)cc1
10	-0.1	-2.8	-68.0	-9.9	-0.6	1.0	17.2	-6.9	CC(NCc1nc2c([nH]1)c(=O)n(C)c(=O)n2C)c1ccccc1 (stereo not drawn)
11	-4.6	23.7	6.6	-5.0	2.8	-1.3	7.9	6.3	CCOC(=O)C1CCN(C(=O)CCC(=O)Nc2ccc3nc(N4CCN(CC)CC4)cc(C)c3c2)CC1
12	-5.2	-303.5	-85.0	-95.3	-20.6	-33.6	-9.9	-35.7	COC(=O)c1cnc(N2CCCN(S(=O)(=O)c3cccc4nonc34)CC2)nc1C(F)(F)F
13	2.6	-1.0	-5.1	-0.6	0.8	-0.2	-0.3	74.7*	CCOc1ccc(NC(=O)COc2cccc3c2CCN(CC)C3=O)cc1
14	-1.5	-34.8	-82.3	-15.5	-0.5	-0.9	-7.3	-8.8	O=C(Nc1nc(C(=O)NCc2cccnc2)co1)c1ccccc1
15	0.9	-43.7	-4.1	-25.2	-0.4	-1.7	-11.8	-18.3	COCCn1ccc2nc(C)c(C(=O)NCc3ccccc3OC)cc2c1=O
16	-2.8	1.4	1.6	3.3	2.2	0.0	3.4	-0.7	Nc1c(-c2ccc(Cl)cc2)cnc2nc(N3CCOCC3)nn12

8 of the compounds above, in transposed form.
#6 CN(C)CCNC(=O)c1ccc(N2CCc3ccccc32)s1
#7 c1ccc(-c2csc3nc(CN4CCCCC4)nc(-n4nnc5ccccc54)c23)cc1
#8 Cc1ccccc1NC1SC(=O)N(Cc2ccc(C(=O)O)cc2)C1=O (stereo not drawn)
#9 Cc1ccc(CC(=O)N2CCC3(CC2)NC(=O)c2ccccc2N3C)cc1
#10 CC(NCc1nc2c([nH]1)c(=O)n(C)c(=O)n2C)c1ccccc1 (stereo not drawn)
#11 CCOC(=O)C1CCN(C(=O)CCC(=O)Nc2ccc3nc(N4CCN(CC)CC4)cc(C)c3c2)CC1
#12 COC(=O)c1cnc(N2CCCN(S(=O)(=O)c3cccc4nonc34)CC2)nc1C(F)(F)F
#13 CCOc1ccc(NC(=O)COc2cccc3c2CCN(CC)C3=O)cc1
compound no.	6	7	8	9	10	11	12	13
USP10 block	-4.0	1.7	-1.0	0.7	-0.1	-4.6	-5.2	2.6
USP30 inh	-47.7	8.6	24.3	-5.4	-2.8	23.7	-303.5	-1.0
USP8 inh	-20.9	6.2	-8.4	-4.5	-68.0	6.6	-85.0	-5.1
USP17 block	-1.2	5.3	13.1	-4.8	-9.9	-5.0	-95.3	-0.6
USP7 inh	-5.0	-2.3	-3.6	-5.4	-0.6	2.8	-20.6	0.8
UCHL1 inh	-0.4	5.0	1.4	-1.8	1.0	-1.3	-33.6	-0.2
OTUD3 block	-14.5	6.3	7.2	-1.2	17.2	7.9	-9.9	-0.3
USP28 block	19.0	2.2	8.0	-4.6	-6.9	6.3	-35.7	74.7*

Later entries.
cpd	USP10 block	USP30 inh	USP8 inh	USP17 block	USP7 inh	UCHL1 inh	OTUD3 block	USP28 block	mol
17	-0.5	-19.1	-8.3	-9.7	-3.6	-1.7	-8.7	-2.5	COc1ccc(NC(=O)c2cnn3c4c(cnc23)CCCCC4)cc1
18	5.5	15.1	24.3	-50.7	6.7	1.9	-10.1	-1.5	O=C(COc1ccccc1[N+](=O)[O-])Nc1cccc(-c2nc3ccccc3[nH]2)c1
19	-1.3	12.2	0.0	5.9	1.9	4.2	-0.4	7.1	CC(=O)N1CCN(c2nc3c(s2)CC(C(=O)NCc2ccccc2C)CC3)CC1 (stereo not drawn)
20	-4.9	-0.2	-5.2	-9.0	-2.7	-0.6	-12.8	-11.3	O=C(c1ccc(-c2cccc(Cl)c2Cl)o1)N1CCN(C(=O)C2CC2)CC1
21	4.5	5.6	9.8	1.0	12.5	6.7	5.3	7.6	C[C@@H]1CC[C@H]2C(CN3CCN(C(c4ccccc4)c4ccccc4)CC3)C(=O)O[C@]23[C@H]1CC[C@@]1(C)O[C@@H]31 (stereo partly drawn)
22	0.7	7.3	-0.1	0.9	4.2	-1.2	-3.1	-2.7	Cc1ccc(NC(=O)Cc2c(O)c3ccccc3[nH]c2=O)c(C)c1
23	-0.4	-1.6	-1.6	1.0	1.2	-1.8	-1.0	-0.3	CCC(C(=O)Nc1ncc2c(n1)CC(C)(C)CC2=O)c1ccccc1 (stereo not drawn)
24	2.5	2.5	0.1	3.1	-0.3	-0.1	-1.2	-0.6	CC(=O)c1c(C)[nH]c(C(=O)N2CCN(Cc3ccc4c(c3)CCO4)CC2)c1C
25	-4.5	-26.8	-5.9	-12.9	-2.5	-1.4	-11.5	-8.6	O=S1(=O)N[C@H]2CCN(Cc3ccccc3F)CC[C@@H]2Oc2ccccc21
26	5.9	2.1	-18.7	-0.1	-10.6	0.9	2.1	9.1	COc1cccc(NC(=O)c2nnn(-c3ccccc3)c2C2CC2)c1
27	2.1	13.3	10.6	13.5	-89.1	2.6	16.3	16.1	CC1CC(C)CN(c2ncc3c(n2)CC(C)(C)CC3=O)C1 (stereo not drawn)
28	8.6	34.8*	17.8	15.6	0.8	-0.4	20.7	2.9	O=C(CCCCCn1c(=O)[nH]c2ccccc2c1=O)Nc1ccccc1Br
29	-0.5	-15.3	-26.4	-8.3	0.0	-0.2	-2.0	-7.9	COCCC(=O)N1CCC2(CCN(Cc3ccc(OC)c(F)c3)C2)C1 (stereo not drawn)
30	-6.2	-28.4	-5.9	-6.3	1.6	2.3	0.2	-0.8	CCn1ncc(S(=O)(=O)Nc2cnn(Cc3ccccc3Cl)c2)c1C
31	-0.9	7.3	-0.8	-8.2	2.7	2.6	6.5	0.0	Cc1cc(N2CCN(C3CCCCC3)CC2)n2nc(C)nc2n1
32	-1.5	-5.0	-74.3	-15.7	-24.1	0.0	-14.8	-6.2	Cc1sc(NC(=O)CCc2ccccc2)nc1-c1ccc2c(c1)N(C)C(=O)CO2
33	-0.7	74.9*	4.6	69.8*	7.3	4.2	7.4	52.9*	Clc1cccc(-n2cc(-c3ccccc3)c3c(NCc4ccccn4)ncnc32)c1
34	0.2	-52.9	1.6	-22.8	2.5	0.8	-18.8	-34.7	Cc1cccc(NC(=O)Cn2c(C)nc3c(-c4ccncc4)nsc3c2=O)c1
35	-0.7	-13.4	3.0	-9.7	-50.9	-1.4	-7.3	-17.7	Cc1cc(F)ccc1NC(=O)Cc1n[nH]c(Cc2ccccc2)n1
36	0.1	12.9	7.7	5.4	-56.6	0.6	8.3	4.3	COc1ccccc1CC(=O)N1C[C@@H](c2ccc(F)c(F)c2)[C@@]2(COCCC(=O)N2)C1
37	-1.7	21.0	-108.6	.	-2.5	4.0	12.0	4.6	CC(CCc1ccccc1)NC(=O)COc1ccc(S(=O)(=O)N2CCOCC2)cc1[N+](=O)[O-] (stereo not drawn)
38	1.1	-50.6	1.3	4.2	2.6	1.4	7.9	3.1	CC1CC2OC2/C=C\C=C\C(=O)Cc2c(Cl)c(O)cc(O)c2C(=O)O1 (stereo not drawn)
39	-1.2	10.6	-3.5	-9.2	-1.2	-1.2	-6.1	-2.3	CCc1ccc(NC(=O)C2CCc3nc(N4CCN(C(C)=O)CC4)sc3C2)cc1 (stereo not drawn)
40	4.4	-2.1	6.8	9.4	-3.3	-0.8	5.6	0.2	COc1ccc(C)cc1NC(=O)COc1cccc2c1OC(C)(C)C2
41	7.0	-11.8	1.6	-16.4	5.9	0.7	2.0	-9.3	O=c1c(-c2ccccc2)c[nH]n1-c1cccc([N+](=O)[O-])c1
42	-2.5	-18.3	0.4	-6.9	3.9	0.3	-9.0	-3.4	O=C(COC(=O)c1oc2ccccc2c1COc1ccccc1)c1ccc2c(c1)OCCO2
43	2.5	28.9	-8.6	17.9	-6.6	1.8	17.9	16.3	O=C(NCCc1ccccc1)c1cc(=O)nc2sc(N3CCCCCC3)nn12
44	-2.6	-124.8	-12.3	-4.5	-4.0	-4.2	-10.5	-21.3	O=S1(=O)Cc2cnc(N3CCCC3)nc2[C@H]2CN(Cc3ccccc3)C[C@H]21
45	0.2	25.4	-55.8	5.2	4.5	0.9	9.3	7.8	CN1CCN(c2ccc(CNS(=O)(=O)c3ccc(Cl)cc3)cc2)CC1
46	-1.1	-9.0	-4.1	-2.0	-2.7	2.7	0.1	0.1	CN(C)C(=O)c1cc(C2CCN(C(=O)c3ccc4c(c3)OCCO4)C2)nc2ccccc12 (stereo not drawn)
47	2.6	-3.3	0.0	3.0	-1.5	-3.3	-0.6	-2.9	O=C(C1CCC(=O)N1Cc1cccs1)N1CCOCC1 (stereo not drawn)
48	-3.1	30.0	3.2	5.8	0.1	0.0	-2.1	-4.7	COCCCNC(=O)Cn1c(=O)n(CC2CCC(C(=O)NC3CCCC3)CC2)c(=O)c2ccccc21 (stereo not drawn)
49	4.2	46.4*	4.3	61.6*	7.3	1.7	2.5	28.0	COc1cc(Cl)ccc1Oc1ncnc2sc(C)c(C)c12
50	-3.1	0.0	-3.0	8.8	2.8	2.1	2.2	0.0	CCOc1ccccc1NC(=O)c1cc(C(=O)OCCOC)c(C)[nH]c1=O
51	-0.3	-12.9	9.2	-5.1	-8.9	-4.0	0.6	-6.0	CCc1ccc(NC(=O)CCn2cnc3c2c(=O)n(C)c(=O)n3C)cc1
52	-3.2	-132.2	-18.6	-44.4	0.7	0.1	-37.9	-43.1	COc1ccc(-c2cc(C(C)=O)c(C)n2CCC(=O)Nc2ccc(C)cn2)cc1
53	4.0	28.5	19.5	18.5	-7.5	4.1	2.5	11.7	Cc1cc(OCC(=O)Nc2ccc(C#N)cc2)nc(-c2ccc(F)cc2)n1
54	-1.2	-3.2	-1.6	-31.5	-11.7	-4.6	-0.3	0.0	O=C(Nc1ccc(CN2CCOCC2)cc1)c1cccc([N+](=O)[O-])c1
55	0.2	-35.4	31.4*	4.5	4.4	4.1	6.7	8.8	COc1cccc(-c2nc(C(N)=O)c3[nH]c(=O)n(-c4ccc5c(c4)OCO5)c3n2)c1O
56	-2.8	-8.6	-5.0	9.6	-0.1	-2.1	3.2	-2.7	Cc1ccc2cc(CNCc3cccnc3)c(=O)[nH]c2c1
57	0.2	-4.8	20.0	2.9	-0.4	0.9	-0.8	-8.1	O=C(CCc1nnc2ccc(N3CCOCC3)nn12)NCCC1=CCCCC1
58	-1.4	-40.3	-4.5	2.8	3.2	2.7	-2.9	3.8	CN(C)c1ccc(-c2noc([C@@H]3CCCN3Cc3cccnc3)n2)cn1
59	-0.2	41.5*	9.8	22.2	-0.6	1.5	0.1	1.1	CCc1ccc(NS(=O)(=O)c2cc(-c3[nH]ncc3C(=O)N3CCCCC3)oc2C)cc1
60	2.3	7.4	1.7	20.6	-0.1	-0.8	1.9	0.5	CCC(=O)Nc1cccnc1-c1ccc(C(=O)NCc2cccc(OC)c2)cc1
61	18.2	.	2.0	72.5*	28.5	7.9	2.8	.	O=C(NCCc1ccccc1)c1cc2ccccc2c(=O)s1
62	7.0	36.5*	20.2	26.1	1.7	-0.5	18.1	12.1	CCCCOc1cccc(C(=O)Nc2nc3ccc(S(C)(=O)=O)cc3s2)c1
63	-0.1	12.1	-12.7	-8.0	2.4	-0.1	1.8	-0.1	COc1ccc(CN2CC[C@@H]3Oc4ccccc4S(=O)(=O)N(C)[C@H]3CC2)cc1
64	9.4	52.1*	17.9	8.1	-6.8	7.0	9.7	9.6	CN(C(=O)CSc1nnc(-c2cc3ccccc3n2C)o1)c1ccccc1
